BCLXL inh: Bcl-xL (human) inhibition; GST-Bcl-xL / FITC-Bim BH3 peptide fluorescence polarization; inhibition, % at 10.9 µM; hit rate 0.7% among 320,000; AID 2129;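 active = inhibition above the mean of all tested compounds plus 3 SD, cutoff set per campaign, cut at about 30% in these data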;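 also: 0% = DMSO wells and 100% = unlabeled Bim-BH3 peptide competitor; inhibitors lower millipolarization by displacing the labeled peptide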
Target sequence (Q07817 whole entry, looked up): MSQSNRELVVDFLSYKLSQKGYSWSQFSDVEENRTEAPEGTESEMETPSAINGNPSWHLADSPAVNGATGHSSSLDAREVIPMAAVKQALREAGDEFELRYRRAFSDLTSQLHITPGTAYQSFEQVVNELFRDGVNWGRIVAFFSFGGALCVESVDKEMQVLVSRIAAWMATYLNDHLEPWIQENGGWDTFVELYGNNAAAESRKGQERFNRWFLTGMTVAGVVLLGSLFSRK
ZTA counter: counter-screen for EBNA-1 inhibitors: inhibitors of Epstein-Barr virus ZTA | P03206 | ZTA-DNA binding, fluorescence polarization | inhibition, % at 11 µM | hit rate 0.15% among 320,000; in the data active = inhibition above about 33%
Target sequence (P03206 whole entry, looked up): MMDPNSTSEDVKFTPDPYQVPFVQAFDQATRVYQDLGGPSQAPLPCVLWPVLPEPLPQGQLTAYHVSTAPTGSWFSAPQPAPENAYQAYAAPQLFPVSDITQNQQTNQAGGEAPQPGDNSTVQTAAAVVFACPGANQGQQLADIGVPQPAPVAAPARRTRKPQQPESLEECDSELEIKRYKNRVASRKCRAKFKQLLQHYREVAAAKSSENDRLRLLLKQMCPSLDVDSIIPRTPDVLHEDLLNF
GLD-1 TGE inh: GLD-1-TGE RNA interaction inhibition (C. elegans); hit rate 0.44% among 320,000; inhibition, % at 5.96 µM; Q17339; purified GLD-1 + fluorescein TGE RNA, fluorescence polarization;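 active = percent inhibition above a per-plate cutoff, the plate mean of test compounds plus 3 SD, cut at about 30% in these data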;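 also: 0% = DMSO wells with GLD-1 and probe and 100% = wells lacking GLD-1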
EBNA-1 inhibitor: blocks EBNA-1 binding to DNA; EBNA-1 DNA binding, fluorescence polarization; AID 1950; hit rate 0.34% among 300,000; inhibition, % at 14.8 µM; in the data active = inhibition above about 28%
MEX-5 binding: C. elegans MEX-5 TCR-2 RNA binding activity | activity score (negative = inhibition of binding), % at 10 µM | hit rate 0.38% among 300,000 | Q9XUB2 | MEX-5/FITC-TCR2 RNA binding, fluorescence polarization; active compounds read low;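 active = inhibition past about -25% in most replicates, and total fluorescence under double the plate's negative control median, limit read from the data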;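 also: 0% = DMSO and -100% = 5 µM competing unlabeled TCR2 RNA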
Fam108B inh: counter-screen for RBBP9 inhibitors: inhibitors of mouse Fam108B; recombinant Fam108B, FP-Rh probe fluorescence polarization; inhibition, % at 9.51 µM; hit rate 0.33% among 300,000;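 active = inhibition above the screen mean inhibition plus 3 SD, computed separately per campaign, cut at about 18% in these data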;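 also: inhibitors lower polarization as less probe binds the enzyme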
Yeast superoxide: caloric restriction mimetics inhibiting age-related superoxide in yeast | AID 2690 | hit rate 0.18% among 330,000 | superoxide response (% of plate mean), % at 10 µM | S. cerevisiae aged cells, superoxide DHE fluorescence; active compounds read low;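 active = superoxide response under a set limit, about three screen SD below normal, cut at about 65% in these data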;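 also: yeast aged for seven days with compound at 30 °C before DHE staining; 100% = average MFI of all compound-treated wells on the plate with controls excluded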
Efflux pump inh: antifungal efflux pump inhibition, Nile Red retention | inhibition, % at 10 µM | hit rate 0.44% among 330,000 | S. cerevisiae Candida pump triplex;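 active = plate passing quality check with inhibition over a set limit, or well fluorescence over plate mean plus 4 SD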;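 also: Nile Red retained in pooled yeast measured as flow cytometry median fluorescence; 0% = buffer negative control and 100% = Enniatin B positive control; higher means more Nile Red kept so more efflux inhibition; some compounds called inactive have numbers as strong as hits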
MCL1-BIM inh: MCL1-BIM-BH3 interaction inhibition (human); GST-MCL1 / FITC-Bim-BH3 fluorescence polarization; inhibition, % at 10.9 µM; hit rate 0.68% among 320,000; AID 2057;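 active = inhibition above the mean inhibition of all tested compounds plus 3 SD, set per campaign, cut at about 40% in these data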;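 also: 0% = DMSO wells and 100% = unlabeled Bim-BH3 peptide control; higher means more loss of mP so more displacement of Bim peptide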
Target sequence (Q07820 whole entry, looked up): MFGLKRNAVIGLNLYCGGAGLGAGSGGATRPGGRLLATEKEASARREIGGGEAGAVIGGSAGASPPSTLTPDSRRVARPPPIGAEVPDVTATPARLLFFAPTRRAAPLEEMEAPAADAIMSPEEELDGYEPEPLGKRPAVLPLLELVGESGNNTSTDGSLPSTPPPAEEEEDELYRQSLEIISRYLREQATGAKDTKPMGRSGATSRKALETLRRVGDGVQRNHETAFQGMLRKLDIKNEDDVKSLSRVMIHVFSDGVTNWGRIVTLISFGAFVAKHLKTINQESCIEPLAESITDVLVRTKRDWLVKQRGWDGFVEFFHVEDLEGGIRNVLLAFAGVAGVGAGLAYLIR
Active calls of the source: *; . = not tested or not shown. No enrichment for hits; about 2.3% have a hit in one of these screens.

SMILES | BCLXL inh | ZTA counter | GLD-1 TGE inh | EBNA-1 inhibitor | MEX-5 binding | Fam108B inh | Yeast superoxide | Efflux pump inh | MCL1-BIM inh
Cn1nc(NC(=O)C(F)(F)F)c2ncc(-c3ccc(Cl)cc3)nc21 | 9 | -9 | 0 | 3 | -0.5 | 2 | 97 | 0.0 | 8
Cc1ccc(S(=O)(=O)Nc2cccc(C(=O)NC3CCN(Cc4ccccc4)CC3)c2)cc1F | 2 | -3 | -2 | 0 | -2.6 | 1 | 74 | -0.1 | 6
O=C(O)COc1ccc(/C=N/NC(=O)Cc2ccc(Cl)cc2)cc1 | 0 | 1 | 1 | 4 | 0.2 | -4 | 105 | 0.0 | 3
COc1ccc(N2CC(C(=O)NCc3ccco3)CC2=O)cc1 (stereo not given) | -2 | 17 | -1 | 3 | 2.5 | 2 | 103 | -0.2 | -8
Cc1c(NC(=O)C(C)OC(=O)c2cc(Cl)ccc2O)c(=O)n(-c2ccccc2)n1C (stereo not given) | -1 | -10 | 2 | -4 | 2.3 | 1 | 100 | 1.9 | 5
COc1ccc(C(=S)N2CCN(c3cccc(Cl)c3)CC2)c(OC)c1 | 3 | 5 | 4 | -4 | -3.6 | 2 | 93 | 0.3 | 6
CCC(=O)Nn1c(C)nnc1C | 4 | -1 | 8 | 4 | 0.8 | 4 | 114 | -0.2 | -1
Cc1ccc(S(=O)(=O)N2CCOCC2)cc1NC(=O)CNCc1ccccn1 | 2 | -1 | 7 | -14 | -3.2 | 4 | 92 | 0.1 | 2
COc1ccc(CCNCC(=O)Nc2c(C)cc(C)cc2C)cc1OC | 3 | -7 | -4 | -4 | -0.9 | 7 | 94 | -0.2 | 2
COc1ccccc1Nc1nc(N)nc(CN2CCOCC2)n1 | 3 | 1 | -4 | -2 | -1.9 | -2 | 95 | 0.0 | 7
Cc1cc(C(=O)O)cc(S(=O)(=O)NNC(=O)c2cccs2)c1C | 2 | -10 | -2 | -6 | -1.2 | 1 | 97 | -1.7 | 2
CCC(C)[C@H](NC(=O)N1CCn2c1nc1ccccc12)C(=O)NCC1CCCO1 (stereo not given in full) | -5 | 1 | -5 | -13 | 1.2 | -5 | 81 | 0.2 | -13
Cc1occc1C(=O)Nc1nn[nH]n1 | 1 | 4 | -2 | 1 | 2.9 | -3 | 97 | 0.0 | 5
CC(C)Nc1nc2cccnc2s1 | 4 | 2 | -1 | -5 | 1.6 | -4 | 103 | -0.2 | 4
CCC(c1nnnn1Cc1ccccc1)N1CCN(c2ccc(OC)cc2)CC1 (stereo not given) | 4 | 15 | 8 | 6 | 2.1 | 5 | 101 | 0.1 | 1
NC(=O)c1cccc(S(=O)(=O)N2CC(c3ccccc3)CC2=O)c1 (stereo not given) | 2 | -5 | 2 | 8 | -1.0 | 1 | 95 | -0.1 | -2
COCCN(C(=O)COC(=O)C1=COCCO1)c1c(N)n(Cc2ccccc2)c(=O)[nH]c1=O | 1 | -10 | 1 | -8 | -9.5 | -2 | 113 | -0.1 | -15
COc1ccc(C(=O)OCC(=O)Nc2ccc(F)c(F)c2)cc1OC | 10 | -22 | -1 | 5 | 1.4 | -1 | 108 | -0.1 | 2
COc1ccc(NC(=O)CCNC(=O)N2CC(=O)Nc3ccccc32)c(OC)c1 | 4 | 9 | -1 | 6 | 0.0 | 5 | 108 | 0.1 | -1
Cn1c(C(=O)O)c(CC(=O)N2CCC(Cc3ccccc3)CC2)c2ccccc21 | 3 | 2 | 0 | 6 | 1.2 | -6 | 120 | 0.3 | 8
OC(CNC1CCCCCC1)COc1cccc2ccccc12 (stereo not given) | 2 | -7 | 4 | 6 | -3.5 | -3 | 103 | -0.4 | 3
COc1ccc(CC(=O)NCCc2cnc[nH]2)cc1 | 1 | -9 | -2 | -10 | 1.2 | 1 | 101 | -0.1 | -2
COc1ccc(C(C)C)cc1S(=O)(=O)N1CC(C)OC(C)C1 (stereo not given) | 3 | 1 | -2 | -7 | 2.4 | 1 | 111 | 0.0 | 2
O=C(O)c1ccc2c(c1Sc1ccccc1)C(=O)c1ccccc1C2=O | 13 | -4 | 0 | -10 | -3.5 | 5 | 125 | 0.0 | 5
O=C(NCc1ccco1)c1nn2cccnc2c1Cl | 8 | -7 | 0 | 9 | -1.7 | 6 | 84 | -0.1 | 8
CN(C(=O)COC(=O)c1ccc(S(=O)(=O)N2CCCC2)cc1)c1ccccc1 | -1 | -9 | -5 | -2 | 1.5 | 4 | 94 | -0.1 | -4
COc1cc(/C=N/NC(=O)CN(Cc2ccccc2)S(=O)(=O)c2ccc3c(c2)OCCO3)ccc1O | 5 | -9 | -1 | 7 | 1.9 | 6 | 98 | 0.1 | 2
CC(NC(N)=O)C(=O)NCC(=O)OCc1ccccc1 (stereo not given) | 1 | -22 | 3 | -4 | 0.0 | 5 | 91 | 0.1 | 1
CSCC[C@H](NC(=O)COc1ccc(Cl)cc1Cl)c1nc2ccccc2[nH]1 | 0 | -4 | 1 | -2 | 0.8 | -1 | 98 | -0.3 | 1
O=C(CCN1CCN(Cc2ccccc2)CC1)Nc1cccc(Br)c1 | 2 | -7 | -3 | 2 | -0.6 | 0 | 94 | 0.0 | 4
O=S(=O)(c1ccc(Br)cc1)N1CCOC12CCCCC2 | 6 | 2 | 12 | 3 | 0.3 | 2 | 91 | 0.0 | 0
C=CCn1c(Cc2cccs2)nnc1SCC(=O)NC1CC1 | 2 | 0 | 1 | 18 | -0.7 | 2 | 130 | 0.0 | 6
Cn1c(SCCC(=O)O)nnc1-c1ccncc1 | -2 | 5 | 8 | 7 | -1.7 | 0 | 106 | 0.0 | -3
O=C(CCl)N1CCN(S(=O)(=O)Cc2ccccc2)CC1 | -4 | -12 | 2 | . | . | . | 123 | 0.2 | -4
COc1cc(/C=C2\SC(=S)N(NC(=O)c3ccncc3)C2=O)ccc1O | -2 | 0 | -23 | -2 | 45 | -139 | 102 | 0.2 | -8
CC(C)c1nc(SCC(=O)NC2CCCC2)c2c(=O)n(C)c(=O)n(C)c2n1 | 3 | -5 | 5 | 4 | 3.0 | 2 | 106 | -0.1 | 12
CN(C(=O)c1ccncc1)C1CC(C)(C)N(O)C(C)(C)C1 | 5 | 3 | -2 | 8 | 0.7 | -3 | 90 | -0.1 | 0
CC1CCCCC12NC(=O)N(Cn1nnc3ccccc3c1=O)C2=O (stereo not given) | 0 | -2 | 31* | 0 | 0.4 | 2 | 93 | -0.1 | -1
COc1ccccc1N(CC(=O)NC1CCCCC1)C(=O)CNC(=O)c1cccs1 | -3 | 7 | -10 | -8 | 1.0 | 0 | 88 | 0.1 | 0
Cc1cc(C)cc(Nc2nc3c([nH]2)c(=O)n(C)c(=O)n3C)c1 | 4 | 10 | 10 | 20 | 0.7 | -1 | 98 | 0.0 | -3
COc1ccc(CC(=O)NNC(=O)c2ccccn2)cc1 | 2 | -8 | 2 | 5 | -4.7 | 7 | 88 | -0.2 | 9
CCOc1ccc(NC(=O)c2ccc(Cl)c(NC(=O)c3ccco3)c2)cc1 | 4 | -7 | 4 | -4 | -2.4 | -3 | 98 | 0.1 | 11
CC(CCC(=O)O)C1CCC2C3C(O)CC4CC(O)CCC4(C)C3CC(O)C12C (stereo not given) | 2 | -11 | 3 | 12 | -1.3 | 3 | 103 | -0.1 | -1
CCCCn1nc(CC(=O)O)c2ccccc2c1=O | 2 | 2 | 7 | 1 | 0.8 | -1 | 140 | 0.1 | 5
COc1nc(C#N)c(N2CCOCC2)o1 | 5 | 2 | 5 | -1 | 2.6 | -6 | 98 | 0.1 | 0
CCCCCCOc1ccc(OCC(O)CN2C(=O)NC(C)(C)C2=O)cc1 (stereo not given) | 3 | -1 | 2 | 7 | 0.5 | 3 | 99 | 0.1 | -2
COc1cc(SC)ccc1C(=O)OCc1nc2ccsc2c(=O)[nH]1 | 5 | 14 | 2 | -4 | -0.7 | 1 | 90 | -0.1 | 2
Cc1ccc(OCCNC(=O)c2cc(C3CC3)nc3c2cnn3C(C)C)cc1 | -4 | -10 | 5 | . | . | . | 116 | 0.2 | -20
COc1ccc(C2C3=C(CC(C)(C)CC3=O)Nc3c2c(=O)[nH]c(=O)n3Cc2ccccc2)cc1OC (stereo not given) | 8 | -2 | 13 | 1 | -1.2 | 1 | 87 | -0.1 | -1
O=C(COC(=O)c1cc(S(=O)(=O)N2CCOCC2)c(Cl)cc1Cl)Nc1ncc(C(F)(F)F)cc1Cl | 7 | 13 | 6 | 7 | . | 2 | 99 | -0.1 | 2
Cn1c(=O)c2c(nc(-n3ccnc3)n2Cc2ccc(Cl)cc2Cl)n(C)c1=O | 8 | -3 | 8 | -8 | 0.4 | 8 | 89 | 0.2 | 8
O=C(COC(=O)CCN1C(=O)/C(=C\C=C\c2ccccc2)SC1=S)Nc1ccc(Br)cc1 | -3 | -8 | -8 | 3 | 1.7 | -12 | 93 | 0.1 | -8
COc1ccc(S(=O)(=O)N(C)c2ccc(C(=O)N3CCN(C)CC3)cc2)cc1 | -1 | -6 | 6 | -2 | 1.8 | 0 | 88 | 0.0 | -2
COC(Cn1c(C)c(C(C)=O)c(C(C)=O)c1C)OC | 7 | 3 | 9 | -14 | -1.8 | -2 | 94 | 0.0 | 6
O=C1Nc2ccccc2C1(O)C/C(=N/O)c1ccccc1 (stereo not given) | -6 | -12 | 1 | 3 | -0.1 | 3 | 102 | 0.0 | -5
COCCNC(=O)c1ccc(-n2c(SCc3ccncc3)nc3ccccc3c2=O)cc1 | -3 | 11 | 8 | 1 | 1.1 | -3 | 97 | 0.0 | -1
O=c1cc(-c2ccco2)nc(SCc2cccc(Cl)c2)[nH]1 | 1 | -3 | -9 | -13 | 1.5 | -5 | 105 | 0.3 | 5
CCC(C)NC(=O)COCc1cc(-c2ccc3c(c2)OCO3)on1 (stereo not given) | 0 | 9 | -3 | 4 | 1.2 | -1 | 98 | -0.1 | -1
COc1ccc(C(=O)NCCNc2ccc([N+](=O)[O-])cc2)cc1OC | 8 | 10 | 2 | 11 | -2.7 | -4 | 101 | 0.0 | 6
O=C(Nc1cccc2c1C(=O)NC2=O)c1ccccc1[N+](=O)[O-] | 7 | -8 | 3 | 5 | -3.5 | -2 | 100 | -0.1 | 7
COc1cc(NC(=O)C23CC4CC(C2)CC(n2nnc(C)n2)(C4)C3)c(OC)cc1Cl | 1 | 23 | 5 | 0 | 0.2 | 3 | 82 | -0.1 | 6
Cc1coc(NC(=O)CSc2nc(-c3ccncc3)cc(C(F)(F)F)c2C#N)n1 | 25 | 5 | 1 | 0 | 0.8 | -9 | 105 | -0.1 | 32
CC(=O)OC1=Cc2c(ccc3ccc(=O)oc23)OC1(C)C | -3 | -8 | -5 | -9 | 1.1 | -1 | 112 | 0.1 | -3

Taken from the entries so far (3 entries):
SMILES | BCLXL inh | ZTA counter | GLD-1 TGE inh | EBNA-1 inhibitor | MEX-5 binding | Fam108B inh | Yeast superoxide | Efflux pump inh | MCL1-BIM inh
Cn1c(=O)c2c(nc(-n3ccnc3)n2Cc2ccc(Cl)cc2Cl)n(C)c1=O | 8 | -3 | 8 | -8 | 0.4 | 8 | 89 | 0.2 | 8
O=C(COC(=O)CCN1C(=O)/C(=C\C=C\c2ccccc2)SC1=S)Nc1ccc(Br)cc1 | -3 | -8 | -8 | 3 | 1.7 | -12 | 93 | 0.1 | -8
COc1ccc(S(=O)(=O)N(C)c2ccc(C(=O)N3CCN(C)CC3)cc2)cc1 | -1 | -6 | 6 | -2 | 1.8 | 0 | 88 | 0.0 | -2
